# Assay outcomes: PubChem BioAssay, Johns Hopkins Ion Channel Center
# KCNQ2 inh: KCNQ2 potassium channel inhibitors, primary screen, cell-based, CHO-K1, FluxOR thallium flux, B-score (AID 2156). O88943. 20 min; active compounds read low. B-score at 10 µM. hit rate 1.1% among 310,000;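 active = fluorescence ratio B-score at most minus 3 library SDs, with starting brightness B-score within 2 library SDs, cut at about -5.5 in these data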
# Target sequence (O88943 whole entry, looked up): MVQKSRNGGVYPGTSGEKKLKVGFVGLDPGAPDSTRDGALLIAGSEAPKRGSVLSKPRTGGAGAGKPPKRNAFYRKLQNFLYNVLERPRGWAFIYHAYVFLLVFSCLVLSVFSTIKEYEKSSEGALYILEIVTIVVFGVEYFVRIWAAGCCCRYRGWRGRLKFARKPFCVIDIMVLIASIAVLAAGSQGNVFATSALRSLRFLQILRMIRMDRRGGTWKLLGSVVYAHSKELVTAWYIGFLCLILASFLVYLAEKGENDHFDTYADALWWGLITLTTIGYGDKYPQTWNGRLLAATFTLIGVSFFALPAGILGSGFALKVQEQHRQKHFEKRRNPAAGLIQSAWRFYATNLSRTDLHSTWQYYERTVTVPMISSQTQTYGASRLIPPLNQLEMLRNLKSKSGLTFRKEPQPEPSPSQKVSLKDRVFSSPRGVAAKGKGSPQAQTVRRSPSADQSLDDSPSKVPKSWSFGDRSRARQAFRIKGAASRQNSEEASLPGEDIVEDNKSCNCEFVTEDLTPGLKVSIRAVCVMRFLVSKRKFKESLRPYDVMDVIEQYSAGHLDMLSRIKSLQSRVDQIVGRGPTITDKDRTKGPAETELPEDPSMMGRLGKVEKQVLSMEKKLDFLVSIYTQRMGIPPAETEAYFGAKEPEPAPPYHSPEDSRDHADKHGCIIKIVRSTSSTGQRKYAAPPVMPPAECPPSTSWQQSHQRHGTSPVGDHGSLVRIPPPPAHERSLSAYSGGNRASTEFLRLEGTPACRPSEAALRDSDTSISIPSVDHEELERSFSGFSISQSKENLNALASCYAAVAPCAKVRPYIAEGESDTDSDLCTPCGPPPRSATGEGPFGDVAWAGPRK
# Kir21 inh: blocks the mouse Kir2.1 inward-rectifier potassium channel. B-score at 10 µM. hit rate 0.85% among 310,000. HEK293-Kir2.1, FluxOR thallium flux fluorescence; active compounds read low. P35561;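 active = fluorescence ratio B-score at or below minus 3 SD of library scores, with starting-brightness B-score within 2 SD, cut at about -4.2 in these data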;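 note: channel flux triggered by added potassium and thallium sulfate stimulus; B-score of peak minus minimum fluorescence over baseline after thallium stimulus; more negative B-score means stronger Kir2.1 block with less thallium influx; some compounds called inactive have numbers as strong as hits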
# Active calls of the source: *; i = inactive.
SMILES,KCNQ2 inh,Kir21 inh
CCC1(C(=O)O)NC(c2cccc(OC)c2O)C2C(=O)N(c3ccccc3)C(=O)C21 (stereo unspecified),i,-1.6
O=C(Nc1ccccn1)c1ccc2c(c1)S(=O)(=O)c1ccccc1C2=O,i,0.2
CC(C)CC1C(C#N)=C(N)OC2=C1C(=O)CC(c1ccccc1)C2 (stereo unspecified),i,0.04
COc1ccc(S(=O)(=O)N2CC(C)OC(C)C2)cc1C(=O)N1CCCCC1 (stereo unspecified),i,-0.84
CCOc1ccc(OCCOC(=O)C2CCN(S(=O)(=O)c3ccc(C)c(C)c3)CC2)cc1,i,0.59
COc1ccccc1NC(=O)NCCCCc1ccccc1,i,0.1
Cc1ccc(Cl)cc1NC(=O)N[C@@H](C)C(=O)O,i,-0.07
CNC(=O)COC(=O)c1ccccc1Nc1ccccc1,i,1
O=S(=O)(c1ccc(Oc2ccccc2)cc1)N1CCOCC1,i,-0.84
O=c1[nH]c(/C(Cl)=C/c2cccc(F)c2)nc2cc(C(F)(F)F)ccc12,i,0.88
Cc1ccc(N(C(C)C(=O)N2CCCC2)S(C)(=O)=O)cc1 (stereo unspecified),i,1.2
COc1ccc(CCn2c(-c3ccc(C(C)(C)C)cc3)n[nH]c2=S)cc1OC,i,0.27
CC(=O)NS(=O)(=O)c1ccc(NC(=S)Nc2ccccc2)cc1,i,-0.8
Cc1cc(NC(=O)COC(=O)C2CC(=O)N(c3cccc(Cl)c3)C2)no1 (stereo unspecified),i,-1.8
COc1ccc2c(c1)c(CC(=O)Nc1ccc(C)cc1)c(C)n2C(=O)c1ccc(Cl)cc1,i,-0.89
COc1ccc2c(c1)c(/C=N/Nc1ccc(C(=O)O)cc1)c(C)n2C,i,0.65
N=c1c(S(=O)(=O)c2ccc(Cl)cc2)cc2c(=O)n3ccccc3nc2n1CC1CCCO1 (stereo unspecified),i,0.84
Cc1ccc2occ(C3N[C@H](C(=O)O)CS3)c(=O)c2c1 (stereo partly specified),i,1.6
CN(CC(=O)Nc1ccc(N2CCOCC2)cc1)C(=O)CSc1ccc(Br)cc1,i,3.2
CCc1c(C(=O)N/N=C/c2ccc(OCc3ccc(F)cc3)c(OC)c2)nnn1-c1nonc1N,i,-1
O=C(Nc1cccc([N+](=O)[O-])c1)c1cc2ccccc2cc1O,i,0.19
CCC(CC)C(=O)NCc1ccc(OC)cc1,i,-1.1
CCN1CCN(C(=O)/C=C/c2ccc(C)o2)CC1,i,0.88
COc1ccc(OC)c2sc(NC(=O)c3ccc(S(=O)(=O)N4CCOCC4)cc3)nc12,i,3.1
Cc1ccc(NC(=O)COc2coc(CN3CCc4ccccc43)cc2=O)cc1Cl,i,1.6

# Overlap with the part before: six compounds; new compounds follow.
SMILES,KCNQ2 inh,Kir21 inh
CCc1c(C(=O)N/N=C/c2ccc(OCc3ccc(F)cc3)c(OC)c2)nnn1-c1nonc1N,i,-1
O=C(Nc1cccc([N+](=O)[O-])c1)c1cc2ccccc2cc1O,i,0.19
CCC(CC)C(=O)NCc1ccc(OC)cc1,i,-1.1
CCN1CCN(C(=O)/C=C/c2ccc(C)o2)CC1,i,0.88
COc1ccc(OC)c2sc(NC(=O)c3ccc(S(=O)(=O)N4CCOCC4)cc3)nc12,i,3.1
Cc1ccc(NC(=O)COc2coc(CN3CCc4ccccc43)cc2=O)cc1Cl,i,1.6
CCc1nc2ccc(C(=O)N3CCN(c4cccc(OC)c4)CC3)cc2nc1CC,i,0.46
COCCNc1oc(/C=C/c2ccccc2)nc1C#N,i,0.17
O=C1NC2(CCCCCC2)C(=O)N1Cc1ccc(Cl)cc1Cl,i,0.01
C=CCc1cccc2cc(C(=O)OCC)c(=O)oc12,i,-0.63
O=C(Cn1ncc2c(=O)oc3ccccc3c21)NCC1CCCO1 (stereo unspecified),i,-0.23
COc1ccc(C)cc1NC(=O)C1CCN(S(=O)(=O)c2ccccc2)CC1,i,2
Cc1nn(C)c(C)c1S(=O)(=O)N(CC(=O)Nc1ccccn1)c1ccc(C(C)C)cc1,i,0.22
O=C(CSc1nnc(-c2c[nH]c3ccccc23)n1CC1CCCO1)Nc1ccc2c(c1)OCCO2 (stereo unspecified),i,-1.4
Cc1ccc(C)n1-c1ccncc1,i,-1.6
Cc1ccc(NC(=O)COc2cccnc2[N+](=O)[O-])cc1S(=O)(=O)N1CCOCC1,i,-3.4
COc1ccc(-c2noc(CN(C)Cc3ccccc3)n2)c(OC)c1OC,i,0.56
CCn1c(C)nnc1SCC(=O)Nc1ccc(Cl)cc1,i,1.7
O=C(CSc1nnnn1-c1ccc(F)cc1)Nc1ccccc1F,i,0.54
COc1ccc(S(=O)(=O)N2CCN(c3ccccn3)CC2)cc1[N+](=O)[O-],i,-1.8
CC1CCN(C(=O)COC(=O)C2CCN(S(=O)(=O)c3ccc(Cl)c(C(F)(F)F)c3)CC2)CC1,i,0.6
O=C1C2CC=CCC2C(=O)N1Nc1ccccc1 (stereo unspecified),i,-0.64
Cc1ccc([N+](=O)[O-])cc1S(=O)(=O)N1CCNCC1,i,-0.74
O=C(OC(C(=O)NCc1ccc2c(c1)OCO2)c1ccncc1)c1ccc(Cl)nc1 (stereo unspecified),i,1
O=C(NCCc1ccco1)C(=O)NCC1CCCN1S(=O)(=O)c1ccccc1 (stereo unspecified),i,0.11
O=C(Nc1ccccc1-c1nnn(CC(=O)N2CCOCC2)n1)c1ccc(F)cc1,i,0.75
O=C(C1=C(O)C(=O)N(c2ccccc2)C1c1ccc([N+](=O)[O-])cc1)c1cccs1 (stereo unspecified),i,-0.77
O=C(Nc1ccc(F)cc1)c1cccc(N2C(=O)c3ccccc3C2=O)c1,i,0.24
O=C(Nn1cnc2ccccc2c1=O)c1ccc(F)cc1Cl,i,0.04
CC(C)n1cnc2c(N(C)c3ccccc3)nc(N(CCN(C)C)Cc3ccccc3)nc21,i,-6.8*
CC(=O)O[C@]1(C(C)=O)CC[C@H]2[C@@H]3C=C(Cl)C4=CC(=O)CC[C@]4(C)[C@H]3CC[C@@]21C,i,-0.76
SMILES,KCNQ2 inh,Kir21 inh
O=C(NCCO)/C(=C\c1cccc([N+](=O)[O-])c1)NC(=O)c1ccco1,i,0.81
Cc1cnc(NC(=O)CSc2nnc(COc3c(C)cccc3C)o2)s1,i,0.96
Cc1ccc(SCCNC(=O)c2ccc(CN3CCOCC3)cc2)cc1,i,-0.01
Cc1ccc(NC(=O)c2ccc(OC(=O)C(C)Oc3ccc(Cl)cc3C)cc2)cc1 (stereo unspecified),i,0.52
CCc1ccc(N(CC(=O)NC(C)(C)CC)C(=O)CCC(=O)Nc2nccs2)cc1,i,0.19
COc1ccc(NC(=O)CN2CCN(c3ccccn3)CC2)cc1Cl,i,-0.42
O=C(CCS(=O)(=O)c1ccccc1)Nc1cccc(-c2nc3ccccc3s2)c1,i,-0.78
O=C(NCCc1c[nH]c2ccccc12)/C(=C/c1ccco1)NC(=O)c1ccco1,i,0.07
Cc1c(Cl)cccc1NC(=O)N1CCCN(c2nc(-c3ccccc3)ns2)CC1,i,0.88
Clc1c(-c2ccccc2)nc2ccccn12,i,-0.88
Cc1c(NC(=O)c2ccc(Cl)c(S(=O)(=O)N3CCOCC3)c2)c(=O)n(-c2ccccc2)n1C,i,-0.75
COc1ccc(S(=O)(=O)Nc2ccccc2C(=O)N2CCOCC2)cc1Cl,i,-1.4
Cc1ccc(S(=O)(=O)Nc2ccccc2C(=O)Nc2ccc(S(=O)(=O)Nc3nccc(C)n3)cc2)cc1,i,1.5
COc1ccc(/C=C/C(=O)c2ccc3c(c2)OCCO3)cc1[N+](=O)[O-],i,0.77
CC1=NN(c2ccc(C(=O)O)c(N)c2)C(=O)C1,i,0.03
CCn1c(COc2cccc3ccccc23)nnc1SCC(=O)OC1CCCCC1,-8.6*,-1.2
CCn1cc(/C=C(\NC(=O)c2ccc(OC)c(OC)c2)C(=O)N2CCN(C)CC2)c2ccccc21,i,1.1
Cc1cc(NS(=O)(=O)c2ccc(NC(=O)/C=C/c3ccc(Br)cc3)cc2)no1,i,1.8
O=C(NNC(=O)c1cccc2ccccc12)c1ccccc1O,i,1.2
O=C(OCc1c(F)cccc1Cl)c1cccnc1Cl,i,-0.33
CC(C)C1C(C#N)=C(N)SC(N)=C1C#N,i,0.32
Cc1ccc(S(=O)(=O)N2CCN(C(=O)c3cccs3)CC2)c(C)c1,i,0.39
O=C(N/N=C/c1ccc2c(c1)OCO2)c1cccnc1,i,1.1
O=S(=O)(c1ccc(Cl)cc1)N1CCN(c2ccccn2)CC1,i,2.9
COc1cc(C(c2c(O)nc(SC)[nH]c2=O)c2c(O)nc(SC)[nH]c2=O)cc(OC)c1OC,i,1.6
SMILES,KCNQ2 inh,Kir21 inh
CC(=O)N1N=C(c2ccncc2)OC12CCCC2,i,1.4
COc1ccccc1NC(=O)C1=C(C)Nc2nnnn2C1c1ccccn1 (stereo unspecified),i,-1.7
O=S(=O)(Nc1nc2ccccc2nc1NCc1ccco1)c1ccc(Cl)cc1,i,1.4
O=C(Nc1ccc(Cl)cn1)c1cccc(OCc2ccccc2)c1,i,0.21
COc1ccc(OC)c(CNc2ccc3c(c2)nc(C)n3C)c1,i,-2.2
CCCS(=O)(=O)N1CCCC(C(=O)NCC2CCCO2)C1 (stereo unspecified),i,-1.2
Cc1ccc(C(=O)N/C(=C\c2cn(C)c3ccccc23)C(=O)N2CCOCC2)cc1,-6.3*,2.5
Cc1cccc(NS(=O)(=O)c2cccc(C(=O)N3CCCC(C(F)(F)F)C3)c2)c1 (stereo unspecified),i,-0.3
O=C(c1cc(-c2ccccc2Cl)nc2ccccc12)N1CCOCC1,i,0.1
COc1ccc(CCN(C(=O)c2ccccc2)C2=CC3CCC(C2)N3C)cc1OC (stereo unspecified),i,1.9
COc1ccc(OC)c(S(=O)(=O)N2CCCC(C(=O)N3CCOCC3)C2)c1 (stereo unspecified),i,0.04
CCc1nnc(SCc2cn3c(C)cc(C)nc3n2)n1N,i,-0.22
COC(=O)c1nc(-c2ccccc2)n[nH]1,i,-2.7
C=CCn1c(SCC(=O)NC2(C#N)CCCCC2)nnc1-c1ccncc1,i,0.18
Cc1ccc(-c2c(C(=O)N(C)Cc3ccccc3)oc(=O)c3ccccc23)cc1,i,-0.28
Clc1cccc(Nc2c3c(nc4ncnn24)CCC3)c1,i,-0.02
CC(C)(C)C(=O)NC1(C(F)(F)F)C(=O)Nc2c1c(=O)[nH]c(=O)n2Cc1ccco1 (stereo unspecified),i,0.18
O=C(CN1CCN(c2ccccn2)CC1)Nc1ccc2ccccc2c1,i,0.55
COCCN(C(=O)COC(=O)/C=C/c1cccs1)c1c(N)n(Cc2ccccc2)c(=O)[nH]c1=O,i,0.33
Cc1ccc(S(=O)(=O)c2cc3ccccc3oc2=O)cc1,i,-1.1
Nc1cc(C(=O)OCC(=O)N2CCCC2)ccc1Cl,i,-0.85
Cc1cc(=O)[nH]c(SCC(=O)N2CCc3ccccc3C2)n1,i,-2.2
CCCCCCCCCCCCN1[C@@H](CC(C)=O)c2cc(F)ccc2S1(=O)=O,i,-0.5
Cc1cc(C)n2nc(C(=O)N3CCN(Cc4ccc5c(c4)OCO5)CC3)nc2n1,i,1.6
CN1CCN(c2ccc(NC(=O)C(C)(c3ccccc3)c3ccccc3)cc2)CC1,i,-2.2

# Among those listed so far, two have a tert-butyl group:
SMILES,KCNQ2 inh,Kir21 inh
COc1ccc(CCn2c(-c3ccc(C(C)(C)C)cc3)n[nH]c2=S)cc1OC,i,0.27
CC(C)(C)C(=O)NC1(C(F)(F)F)C(=O)Nc2c1c(=O)[nH]c(=O)n2Cc1ccco1 (stereo unspecified),i,0.18

# (more compounds)
SMILES,KCNQ2 inh,Kir21 inh
COc1cc2c(cc1OC)-c1cc(Nc3ccc4c(c3)OCCO4)nc(=O)n1CC2,i,-0.1
COCCN(C(=O)COC(=O)/C(=C/c1ccccc1)NC(C)=O)c1c(N)n(Cc2ccccc2)c(=O)[nH]c1=O,i,1.3
O=C(COc1ccc(Br)cc1CNC1CCCC1)Nc1ccccc1,i,-3.5
Cc1ncc([N+](=O)[O-])n1CCOC(=O)c1ccc(Br)cc1,i,-2.3
CCC(CC)C(=O)Nc1c2c(nn1-c1ccc(OC)cc1)CS(=O)C2 (stereo unspecified),i,-1.6
CC(C)(C)Cc1nnc(NS(=O)(=O)c2ccc([N+](=O)[O-])cc2)s1,i,-0.53
Cc1cccc(N2CCN(CC(O)COc3ccccc3Cl)CC2)c1 (stereo unspecified),i,1.2
COc1ccc(-n2nc(C(=O)NCC3CCCO3)c3ccccc3c2=O)cc1 (stereo unspecified),i,-1.3
C=CCOc1ccc(C2C3=C(CCCC3=O)N(CC(=O)O)C3=C2C(=O)CCC3)cc1OCC,i,0.2
Cc1ccc(C(=O)N/C(=C\c2ccco2)C(=O)NCCCN2CCOCC2)cc1C,i,-1.4
O=c1c2c(-c3cccs3)csc2ncn1/N=C/c1ccccn1,i,-0.52
CCOC(=O)CN1N=C(/C=C/c2ccc(C(C)C)cc2)CCC1=O,i,-0.95
Cc1noc(C)c1S(=O)(=O)N1CCC(C(=O)NCCc2ccc(S(N)(=O)=O)cc2)CC1,i,-0.74
O=C(CC(Cc1ccccc1)C(=O)O)Nc1cccc(C(F)(F)F)c1 (stereo unspecified),i,-0.23
CC(C)(C)OC(=O)CN1C(=O)S/C(=C\c2ccc(-c3cccc(C(=O)O)c3)o2)C1=O,i,-1.1
Cn1nccc1C(=O)N1CCN(c2cccc(Cl)c2)CC1,i,-1.9

# Profiles, looked up by structure.
# CN(CC(=O)Nc1ccc(N2CCOCC2)cc1)C(=O)CSc1ccc(Br)cc1 in the list: KCNQ2 inh = i; Kir21 inh = 3.2
# O=C(N/N=C/c1ccc2c(c1)OCO2)c1cccnc1 in the list: KCNQ2 inh = i; Kir21 inh = 1.1
# O=C(Nc1cccc([N+](=O)[O-])c1)c1cc2ccccc2cc1O in the list: KCNQ2 inh = i; Kir21 inh = 0.19
